Bioassay records deposited in PubChem by National Center for Advancing Translational Sciences (NCATS).
PI4K2A inh: qHTS for small molecular inhibitors of PI4K2A; Phosphatidylinositol 4-kinase type 2-alpha (Homo sapiens), Q9BTU6; purified PI4K2A, ADP-Glo luminescence, 1 h; stronger effect = lower value; activity change, negative = inhibition, % at 76.9 µM; 0.13% of 420,000 active; in the data active = activity change below about -50%; inconclusive = mostly about -30% to -49%;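 note: -100% = wells without enzyme as full effect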
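PI4K2A activity was measured by ADP-Glo luminescence: enzyme (4 ug/mL stock) and phosphatidylinositol (1.2 mM stock) in Tris pH 7.5/MgCl2/EGTA/Triton X-100 buffer were reacted with ATP (300 microM stock) for one hour at ambient temperature.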
G9a block: qHTS Assay for Inhibitors of Histone Lysine Methyltransferase G9a; Histone-lysine N-methyltransferase EHMT2 (Homo sapiens), Q96KQ7; G9a H3K9 monomethylation, AlphaScreen, 2 h; Potency, µM (series often up to 102 µM), for inactives: at the highest dose activity, negative = inhibition, usual class: inhibitors; 8.8% of 350,000 active; AID 504332, 2011; note: potency is the fitted concentration of half-maximal effect; % is set by controls: 0 for no effect and ±100 for the full control effect; nearly all actives have a fitted effect of over 75% in size
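Step 1: enzyme (final 20 nM) with compound, 15 min RT. Step 2: substrate peptide 500 nM and SAM 20 uM, 2 h RT. Step 3: anti-H3K9me1 antibody and AlphaScreen beads, 10 min, then plate read.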
ALOX12 inh: Primary qHTS assay for inhibitors of human arachidonate 12S-lipoxygenase (ALOX12): Round 2; Polyunsaturated fatty acid lipoxygenase ALOX12 (Homo sapiens), P18054; purified 12hLO, xylenol orange hydroperoxide absorbance; Potency, µM (top dose mostly 108 µM), inactives show top-dose activity change, negative = inhibition, hits mostly inhibitors; 1.1% of 580,000 active; AID 1671190, 2021; note: potency is the fitted concentration of half-maximal effect; % is set by controls: 0 for no effect and ±100 for the full control effect
Target sequence (P18054 whole entry, looked up): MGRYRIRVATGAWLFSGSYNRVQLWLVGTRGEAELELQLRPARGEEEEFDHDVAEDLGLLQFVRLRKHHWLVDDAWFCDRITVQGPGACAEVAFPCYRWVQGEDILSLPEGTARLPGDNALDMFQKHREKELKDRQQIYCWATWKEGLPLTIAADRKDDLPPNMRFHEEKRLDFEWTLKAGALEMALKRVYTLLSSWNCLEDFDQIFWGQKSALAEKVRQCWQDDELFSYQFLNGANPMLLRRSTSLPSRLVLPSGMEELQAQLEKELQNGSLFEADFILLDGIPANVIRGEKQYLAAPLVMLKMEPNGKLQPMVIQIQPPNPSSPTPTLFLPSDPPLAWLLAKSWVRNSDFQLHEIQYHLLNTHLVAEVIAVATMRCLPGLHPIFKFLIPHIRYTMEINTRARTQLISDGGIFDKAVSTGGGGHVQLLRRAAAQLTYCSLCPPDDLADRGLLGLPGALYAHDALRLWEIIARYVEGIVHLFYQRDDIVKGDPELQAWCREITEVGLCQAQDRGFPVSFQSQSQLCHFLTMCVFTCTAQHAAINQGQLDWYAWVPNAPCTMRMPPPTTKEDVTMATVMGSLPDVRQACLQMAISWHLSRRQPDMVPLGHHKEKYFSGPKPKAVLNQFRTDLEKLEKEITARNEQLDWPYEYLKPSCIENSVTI
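Purified human 12hLO (150 nM final) in 25 mM Hepes, 0.01% Triton X-100, pH 7.0 was preincubated 15 min at room temperature with compound. Then 40 uM arachidonic acid was added, 30 min. Hydroperoxide was read by Fe-XO absorbance ratio 573/405 nm.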
JMJD2A Tudor: qHTS Assay for Inhibitors of JMJD2A-Tudor Domain. Lysine-specific demethylase 4A (Homo sapiens), O75164. Potency, µM (titrated, usually from 114 µM), without a hit: at the highest dose activity change, negative = inhibition, actives largely listed as inhibitors. 4.4% of 390,000 active. AlphaScreen JMJD2A-Tudor / H3K4me3 peptide binding; note: potency is the fitted concentration of half-maximal effect; % is set by controls: 0 for no effect and ±100 for the full control effect; nearly all actives have a fitted effect of over 50% in size
GLS inh: qHTS for Inhibitors of Glutaminase (GLS); Glutaminase kidney isoform, mitochondrial (Homo sapiens), O94925; 0.21% of 410,000 active; Potency, µM (titrated, usually from 45.5 µM), inactives show at the highest dose activity change, negative = inhibition, most hits filed as inhibitors; GLS enzymatic activity, qHTS titration; AID 624170, 2012; note: potency is the fitted concentration of half-maximal effect; % is set by controls: 0 for no effect and ±100 for the full control effect
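Compounds were pin-transferred onto hKGA, after which L-glutamine (1 mM solution) and a detection mix of glutamate oxidase, HRP and Amplex Red were added. Initial and 30 min RT fluorescence reads were collected.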
RGS4 inhibitor: Inhibitors of Regulator of G Protein Signaling (RGS) 4: qHTS | Regulator of G-protein signaling 4 (Homo sapiens), P49798 | Transcreener GDP fluorescence polarization, RGS4-accelerated GTP hydrolysis | Potency, µM (doses to about 114 µM), for inactives: at the top dose activity change, negative = inhibition, most hits filed as inhibitors | 0.039% of 390,000 active | AID 504845, 2011; note: potency is the fitted concentration of half-maximal effect; % is set by controls: 0 for no effect and ±100 for the full control effect; nearly all actives have a fitted effect of over 75% in size; some results filed as inactive show a strong effect at the top dose
Target sequence (P49798 whole entry, looked up): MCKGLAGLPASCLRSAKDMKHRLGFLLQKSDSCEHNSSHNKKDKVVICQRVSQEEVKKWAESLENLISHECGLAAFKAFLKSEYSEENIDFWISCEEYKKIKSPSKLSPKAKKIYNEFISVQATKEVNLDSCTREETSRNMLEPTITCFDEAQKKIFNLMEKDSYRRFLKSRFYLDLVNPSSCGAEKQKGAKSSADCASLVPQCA
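MLSMR compounds (23 nl, pin-transferred) preincubated 10 min at room temperature with a 500nM (2x) first reagent, then RGS4 at 900nM (2x) plus Transcreener GDP mix added; fluorescence polarization (620/688 nm) read before and after 90 min at 30 °C.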
BAZ2B inh: qHTS Assay for Inhibitors of BAZ2B | Bromodomain adjacent to zinc finger domain protein 2B (Homo sapiens), Q9UIF8 | AlphaScreen BAZ2B-H3K14Ac peptide displacement | Potency, µM (titrated, usually from 114 µM), for inactives: at the top dose activity change, negative = inhibition, most hits filed as inhibitors | 4.4% of 360,000 active | AID 504333, 2011; note: potency is the fitted concentration of half-maximal effect; % is set by controls: 0 for no effect and ±100 for the full control effect; nearly all actives have a fitted effect of over 60% in size
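BAZ2B 50 nM plus b-H3(5-23)K14Ac 50 nM, PBS pH 7.4/0.01% Tween-20, 30 min RT; compound added (max 110 uM), 30 min RT; streptavidin donor/Ni-chelate acceptor beads 10 ug/mL final, 20 min dark; AlphaScreen read.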
ERG Ets-DNA blk: qHTS for Small Molecule Inhibitors of the ERG Ets/DNA interaction; Transcriptional regulator ERG (Homo sapiens), P11308; fluorescence polarization, His-ERG Ets domain / labelled DNA; Potency, µM (series often up to 76.9 µM), without a hit: top-dose FP activity, negative = inhibition, hits mostly inhibitors; 0.028% of 370,000 active; active = well fitted inhibition curve with a large enough effect in the polarisation, with a control signal flat; inconclusive = small, poorly fitted or top-dose-only effect, or effect the other way, or a change in a side signal; inactive = no such curve, though single readings can be large or run the other way; the % refers to the polarisation;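 note: polarization taken with two DNA probes labelled with fluorescein and Texas red; potency is the fitted concentration of half-maximal effect; % of control where 0% means no effect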
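His-tagged ERG Ets domain (1 uM in the protein solution; 300mM KCl, 50mM Tris-HCl, 1mM EDTA, 1mM DTT, pH 7.5) received compound, then a probe mix of 5 nM fluorescein-DNA and 100nM Texas-615-DNA. Fluorescence polarization was read for both dyes.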
HP1b binding inh: HTS for Inhibitors of HP1-beta Chromodomain Interactions with Methylated Histone Tails; Chromobox protein homolog 1 (Homo sapiens), P83916; 0.56% of 390,000 active; AlphaScreen HP1-beta / biotin-H3K9me3 peptide binding; Potency, µM (series often up to 114 µM), without a hit: at the top dose activity change, negative = inhibition, actives largely listed as inhibitors; AID 540317, 2011; note: potency is the fitted concentration of half-maximal effect; nearly all actives have a fitted effect of over 70% in size; inactives centre near 23
Target sequence (P83916 whole entry, looked up): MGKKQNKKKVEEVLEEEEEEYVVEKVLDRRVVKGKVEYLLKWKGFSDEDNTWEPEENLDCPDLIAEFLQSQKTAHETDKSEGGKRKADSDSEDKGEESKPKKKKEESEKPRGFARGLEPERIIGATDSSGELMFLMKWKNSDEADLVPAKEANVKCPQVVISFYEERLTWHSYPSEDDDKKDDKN
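Compound inhibition of the preformed complex between 50 nM HP1-beta and 50 nM biotinylated H3K9me3 peptide was read by AlphaScreen. Buffer was PBS pH 7.4 with 0.01% Tween-20. Incubations ran 30 min at room temperature, with 10 ug/mL donor/acceptor beads.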
An asterisk follows results filed as active; ? = inconclusive; / = not tested or not shown; & = joins results of further samples; [ ] = another dose, or the depositor's remark. Unless noted, calls come from the whole dose curve; as a rule, active = well fitted curve in the direction sought with a large enough effect; inconclusive = small, poorly fitted or top-dose-only effect, or another doubt; inactive = no such curve, though single readings can be large; an effect the other way counts as inactive or inconclusive. These rows are one share of the data; rates above refer to the full screens.

SMILES	PI4K2A inh	G9a block	ALOX12 inh	JMJD2A Tudor	GLS inh	RGS4 inhibitor	BAZ2B inh	ERG Ets-DNA blk	HP1b binding inh
COc1cc(C(=O)NNC2=NC(C)(C)Cc3cc(C)c(C)cc32)cc(OC)c1OC	-1	46%[activator][59 µM]	1%	-13%	10%	-7%[11.4 µM]	8%	1%	30%
COc1ccc(/C=C/C(=O)c2ccccc2O)cc1CN1CCOCC1	2	?	/	?	3%	-5%	?	2%	-29%
Cc1ccc(NNC(=O)c2ccno2)cc1Cl	-6	8.9µM*	?	-22%	17%	4%	-31%	17%	28%
O=C(CCCn1c(=O)c2cccn2c2cccnc21)NCc1ccc(F)cc1	4	5%[59 µM]	-16%	-7%	4%	-3%	-29%	-7%	40%[activator]
CCOC(=O)C(Cc1ccccc1)C(=O)Nc1ccc(N(CC)CC)cc1 (stereo unspecified)	-2	3.5µM*	?	50µM*	15%	-29%	?	7%	?
NC(=O)CCN1CCN(Cc2nc(C(c3ccccc3)c3ccccc3)no2)CC1	-1	-19%	-14%	-15%	2%	7%	-4%	5%	21%
COc1ccccc1/C=C1/C(=O)N(c2cc(C)cc(C)c2)C(c2cccc([N+](=O)[O-])c2)S1(=O)=O (stereo unspecified)	9	-4%[59 µM]	-24%	-10%	-15%	?	-5%	4%	14%
COCc1[nH]nc2c1C(C1C=CCCC1)C(C#N)=C(N)O2 (stereo unspecified)	-2	-2%[12.7 µM]	-5%	-21%	34%[activator]	-7%	5%	5%	9%
Nc1cc(=O)[nH]c(SCc2ccccc2Cl)n1	-4	/	23%&16%	-3%	0%	12%	2%	-35%	1%
Cc1ccc(C(C)C)cc1S(=O)(=O)NC1CC(C)(C)NC(C)(C)C1	-2	7%[59 µM]	?	-10%	-1%	0%	-23%	2%	42%[activator]
COc1cccc(CNC(=O)c2cccc(S(=O)(=O)N3CCN(Cc4ccccc4)CC3)c2)c1	-3	/	-11%	-22%	-2%	-17%	/	-5%	33%
CS(=O)(=O)N1CCc2ccccc2C1	-1	17%[59 µM]	189%[activator]	-16%	7%	13%	-3%	1%	27%
CCC(C)(C)n1nnnc1C(CC(C)C)N1CCC(C(N)=O)CC1 (stereo unspecified)	-3	-1%	0%	3%	-7%	-14%	7%	0%	46%[activator]
FC(F)(F)c1nc(-c2ccncc2)ncc1-c1nnnn1-c1ccccc1	-6	9%[0.0925 µM]	-21%	-14%	6%	20%	?	-8%	4%
COc1ccc(NC(=O)CN(C)C(=O)c2cc(S(=O)(=O)N3CCCCCC3)ccc2OC)cc1	3	5%	-10%	-6%	1%	25%	10%	-3%	6%
CSc1ccccc1C(=O)C1CCCN(C(=O)c2cncs2)C1 (stereo unspecified)	-3	-19%	5%	20µM*	?	-64%[56.9 µM]	-17%	14%	17%
Cc1csc(NC(=O)CSc2nnc(CCNC(=O)c3ccc(Cl)c(Cl)c3)n2C)n1	-2	-35%	-28%	-11%	-4%	-18%	0%	-13%	5%
CN(C(=O)c1oc(=O)c2ccccc2c1-c1ccccc1)c1cccc(Cl)c1	-2	-30%[59 µM]	-18%	-27%	-5%	-3%	?	-7%	13%
Cc1nn(C(C)C(=O)NNC(=S)Nc2ccc(F)cc2)c(C)c1[N+](=O)[O-] (stereo unspecified)	9	45µM*	20%	-16%	4%	-9%	0%	2%	17%
O=C(Oc1ccc(/C=N/NC(=O)c2ccccn2)cc1)c1cccc(F)c1	3	/	3%	?	6%	-13%	/	13%	23%
O=C(Nc1nc2c(s1)CCCC2)c1ccccc1F	-25	13µM*	-9%	-15%	4%	-15%	-18%	-7%	3%
O=C1CC(C(=O)N2CCN(Cc3ccccc3)CC2)CN1Cc1ccccc1 (stereo unspecified)	-2	-1%	17%	-13%	4%	-6%	-1%	-4%	5%
CCOc1ccccc1CN1CCN(Cc2ccon2)CC1CCO (stereo unspecified)	0	-2%	-7%	-6%	-1%	14%	-2%	0%	6%
CC(=O)c1cccc(NC(=O)CCOc2ccccc2)c1	1	-7%[12.7 µM]	89%[activator]	-3%	-9%	0%	13%	5%	45%[activator]
CN1C(=O)c2cccc3c(S(=O)(=O)Nc4ccccc4F)ccc1c23	-1	5%[59 µM]	9%	15%	1%	14%	-2%	4%	42%[activator]
COc1ccc(Cl)cc1C(=O)Nc1nnc2n1CCS2	-1	?	-2%	-28%	-10%	-7%	-20%	-6%	7%[57 µM]
CCN(CC)CCCNC(=O)c1ccc(C)c(NC(=O)C2=C(C)OCCS2)c1	-5	8%	15%	-13%	3%	21%	4%	4%	22%
COc1ccc(-c2cc(C(F)F)n3ncc(C(=O)N4CCc5ccccc5C4)c3n2)cc1	-1	?	-16%	33%	1%	-5%	-16%	-13%	92%[activator]
CC1CCC(NC(=O)CN2C(=O)c3ccccc3S2(=O)=O)CC1 (stereo unspecified)	-3	/	5%	-6%	0%	11%	/	5%	41%[activator]
Cc1cccc(OCC(=O)O/N=C(\N)Cc2ccc(Cl)cc2)c1	6	135%[activator][59 µM]	-10%	137%[activator]	21%	22%	182%[activator]	-7%	189%[activator]
COc1ccc(C(=O)OCC(=O)c2ccc(CNC(C)=O)s2)cc1	-1	10µM*	-4%	-8%	5%	-4%	10%	/	14%
O=C(Cn1c(=O)n(-c2ccc(Cl)cc2)c(=O)c2sc3ccccc3c21)NC1CCCC1	1	0%[59 µM]	-19%	-5%	4%	-5%	-24%	0%	36%
CC(C)(C)c1cc[n+](/C(C(=S)Nc2ccccc2F)=C(/[O-])c2ccc3c(c2)OCCO3)cc1	0	?	-5%	?	8%	-48%	35µM*	-5%	-21%
Cc1cc(C)cc(Nc2nc3c(S(=O)(=O)c4cccc(Cl)c4)nnn3c3ccsc23)c1	0	1%[59 µM]	-21%	-5%	-6%	-15%	-10%	2%	13%
COCc1cc(/C=N\NC(=O)COc2ccccc2)ccc1OC	2	5%[59 µM]	-19%	-10%	2%	6%	-2%	-4%	10%
COCCNC(=O)Cn1nc(C(F)(F)F)c(Cl)c1C	4	-9%[59 µM]	-10%	7%	2%	-3%	-30%	9%	60%[activator]
COc1ccc2[nH]cc(CCNC(=O)Nc3cc(C)cc(C)c3)c2c1	-11	-4%[59 µM]	-27%	?	32%	-13%	-31%	4%	2%
CCC(C)(C)C1CCc2c(sc(NC(=O)c3cccs3)c2C(N)=O)C1 (stereo unspecified)	2	?	22%	-6%	-16%	9%	2%	4%	28%
Cc1nn(C)c(C(=O)N/N=C/c2ccccn2)c1[N+](=O)[O-]	-18	72%[activator]	14%	-24%	-1%	19%	-16%	1%	58%[activator]
O=C(CN1CCN(c2ccccn2)CC1)Nc1cc(F)ccc1F	10	30%[2.33 µM]	0%	-23%	3%	-17%[56.9 µM]	2%	9%	45%[activator]
O=C(CSc1nc(Cc2ccccc2)nc2ccccc12)c1ccc2c(c1)OCCO2	5	?	20%	5%	1%	-33%	-1%	-7%	16%
O=C1CCC([N+](=O)[O-])C(c2ccccc2Cl)N1 (stereo unspecified)	4	13%[59 µM]	-10%	-4%	-10%	-1%	9%	-1%	16%
Cc1ccc(NC(=O)C(C)Sc2nc(-c3ccccc3)c(C#N)c(=O)[nH]2)c(C)c1 (stereo unspecified)	0	-4%[59 µM]	?	-33%	7%	2%	2%	0%	1%
O=C(CSc1ccc(-c2cccnc2)nn1)Nc1ccccc1	-3	12%	0%	-6%	-7%	5%	-4%	-6%	21%
O/C(=C\c1ccc2ccccc2n1)c1ccncc1	-16	-13%[2.33 µM]	-24%	-4%	-4%	-19%	7%	-11%	49%[activator]
O=C(CSc1ncccn1)NC1CCS(=O)(=O)C1 (stereo unspecified)	-1	29%	9%	-9%	2%	11%	-10%	9%	27%
c1ccc2c(N3CCCCCC3)nc(-c3ccncc3)nc2c1	6	-5%	22%&-3%	-17%	5%	?	2%	1%	70%
